Screening results deposited in PubChem by Broad Institute.
RAD54 branch: RAD54 (human) branch migration inhibition | RAD54 Holliday junction branch migration, FAM/BHQ fluorescence | inhibition, % at 10.4 µM | 360,000 compounds, 0.14% hits | AID 602329;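 active = mean normalized replicate activity at least 40 and at least half of replicates scoring 40 or more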;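 note: 0% = median of neutral control wells and 100% = median of positive control wells; inhibitors cause a drop in the FAM fluorescence signal; in these data hits start at about 50%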
Xi reactivation: reactivates the inactive X chromosome in mouse fibroblasts; XiGFP mouse fibroblasts, % GFP-positive cells imaging, 3 d; cells co-treated with 5-aza-dC sensitizer; scaled so ellipticine positive control = 100%; activation, % at 7.58 µM; 360,000 compounds, 0.055% hits;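 active = mean normalized replicate activation at least 10% and every replicate at or above 10%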;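 note: 0% = median of on-plate neutral control wells and 100% = ellipticine 6 µM median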
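Schedule: 3 d treatment, 15 min room-temperature fixation; system: 68-5-11 XiGFP fibroblast line; buffer or medium: DMEM plus 5-aza-dC sensitizer; control set: ellipticine 6 µM positive control; compound: one concentration, pinned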
GSIS activator: primary screen for activators of insulin secretion dependent on glucose, INS-1E cells, GLuc reporter luminescence; activation, % at 16.6 µM; 370,000 compounds, 0.61% hits; INS-1E GLuc reporter insulin secretion, 2-3 h; AID 743287;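 active = lowest replicate activation of at least 40%, so every replicate reaches that level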;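 note: 0% = median of neutral control wells and 100% = median of IBMX positive control wells; some compounds called inactive have numbers as strong as hits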
E-sel inducer: E-selectin induction on HUVECs | 260,000 compounds, 0.37% hits | activation, % at 7.58 µM | HUVEC E-selectin immunofluorescence imaging; normalized: neutral wells 0, TNF-alpha wells 100;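 active = mean E-selectin-positive cell signal at least 10% of the positive control, reached in at least 60% of replicates, without over 20% cell loss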;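 note: in these data hits start at about 27%; measured in HUVEC primary endothelial cells; signal is the percent of cells scored E-selectin positive by PE staining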
Target sequence (P16581 whole entry, looked up): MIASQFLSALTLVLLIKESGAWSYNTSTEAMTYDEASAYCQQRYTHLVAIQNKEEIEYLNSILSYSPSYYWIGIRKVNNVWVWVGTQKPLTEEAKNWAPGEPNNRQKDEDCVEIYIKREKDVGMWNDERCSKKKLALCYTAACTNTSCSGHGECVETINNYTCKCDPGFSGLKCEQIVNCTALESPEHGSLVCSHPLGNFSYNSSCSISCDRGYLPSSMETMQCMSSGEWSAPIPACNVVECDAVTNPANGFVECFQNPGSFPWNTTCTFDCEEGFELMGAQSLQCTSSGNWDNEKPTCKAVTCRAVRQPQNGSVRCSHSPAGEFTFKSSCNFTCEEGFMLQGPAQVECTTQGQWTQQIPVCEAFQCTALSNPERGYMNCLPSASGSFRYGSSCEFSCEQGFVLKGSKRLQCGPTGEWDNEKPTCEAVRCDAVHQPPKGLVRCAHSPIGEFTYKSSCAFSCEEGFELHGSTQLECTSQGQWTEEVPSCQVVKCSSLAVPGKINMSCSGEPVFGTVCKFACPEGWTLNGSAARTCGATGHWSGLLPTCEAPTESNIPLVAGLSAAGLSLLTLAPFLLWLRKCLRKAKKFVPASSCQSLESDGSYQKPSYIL
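Read-out basis: % PE-positive cells; Test system: HUVEC primary endothelial cells; Technique: immunofluorescence imaging; Dosing: single-point compound dose.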
Active calls of the source: *; . = no result given; & = joins results of further samples.

Labels used below – A = RAD54 branch; B = Xi reactivation; C = GSIS activator; D = E-sel inducer
COc1ccc(-c2nc(CSCC(=O)N3CCC4(CC3)OCCO4)c(C)o2)cc1OC
  A: . | B: . | C: . | D: -2.3

Cc1cc(NC(=O)COC(=O)c2c(C)nn(Cc3ccccc3Cl)c2Cl)no1
  A: . | B: . | C: 55 | D: .

CCN1CCN(Cc2cc(Br)cc(OC)c2O)CC1
  A: . | B: . | C: 9 | D: .

COc1ccc(CC(=O)N2CCN(C)CC2)cc1OC
  A: . | B: . | C: 19 | D: .

c1ccc2c(CNC3CCCCC3)c[nH]c2c1
  A: . | B: . | C: -18 | D: .

Cc1cccc(C(=O)Nc2ccc(Cl)cc2C(=O)c2ccccc2)c1
  A: . | B: . | C: -18 | D: .

Cc1cc(C=O)c(C)n1C1CCCCC1
  A: . | B: . | C: 4 | D: .

O=C1NC(=S)N(c2ccc(Cl)cc2)C(=O)/C1=C/N1CCN(C(=O)c2ccco2)CC1
  A: . | B: . | C: -10 | D: .

O=S(=O)(c1ccccc1)N1CCCCC1c1cccnc1 (stereo not given)
  A: . | B: . | C: 35 | D: .

CCN(CC)CCCOC(=O)C(OC(C)C)(c1ccccc1)c1ccccc1
  A: . | B: . | C: -7 | D: .

CN(C)C(=O)Nc1cccc(OC(=O)N(C)C)c1
  A: . | B: . | C: -1 | D: .

CCOP(=O)(OCC)C(NC(=O)c1ccc(Cl)cc1)=C(Cl)Cl
  A: . | B: . | C: 0 | D: .

CC(=O)c1c(C)n(CCCOC(C)C)c2ccc(O)cc12
  A: . | B: . | C: 17 | D: .

Cc1cc(CN(C)C)c(OC(=O)N(C)C)cc1C
  A: 4 | B: . | C: . | D: 0.5

O=C1CN(C(=O)CN2CCCCC2)C(c2ccccc2)c2cc(Br)ccc2N1 (stereo not given)
  A: -6 | B: . | C: . | D: 0.8

COc1cc(/C=N/NC(=O)CN2CC(c3ccccc3)CC2=O)ccc1OC(=O)N(C)C (stereo not given)
  A: -9 | B: . | C: . | D: -0.8

CCCCN1C(=O)NC(=O)C2(Cc3c(nc4ccccn4c3=O)N3CCc4ccccc4C32)C1=O (stereo not given)
  A: -10 | B: . | C: . | D: -2.7

CCCCn1c(N)c(C(=O)NCc2cccs2)c2nc3ccccc3nc21
  A: -3 | B: . | C: . | D: 0.4

O=c1[nH]c(=S)n(CCC2=CCCCC2)c(O)c1C=NCc1cccnc1
  A: -2 | B: . | C: . | D: -2.4

CN(C)C1=NC(N(C)C)=NP(N(C)C)(N(C)C)=N1
  A: 2 | B: . | C: 4 | D: .

CCOC(C(=O)OCCCN(CC)CC)(c1ccccc1)c1ccccc1
  A: 7 | B: . | C: 9 | D: .

Cc1cc(C=O)c(C)n1CC1CCCO1 (stereo not given)
  A: -5 | B: . | C: 4 | D: .

CCSc1nnc([C@@H](N)Cc2ccccc2)o1
  A: 0 | B: . | C: 11 | D: .

O=C(Cc1cccs1)N1CCC2(CC1)OCCO2
  A: -10 | B: . | C: 2 | D: .

CCC(C)NS(=O)(=O)c1ccc(OCC(=O)N2CCN(CC)CC2)cc1 (stereo not given)
  A: 2 | B: . | C: -10 | D: .

CCN1CCN(C(=O)COc2ccc3c(c2)C(=O)CC2(CCN(C(C)=O)CC2)O3)CC1
  A: -9 | B: . | C: -9 | D: .

Cn1c(O)c(/C=N/c2ncccn2)c(=O)n(C)c1=O
  A: 4 | B: . | C: 7 | D: .

CCCCn1c(O)c(C=NC2CC3CCC2(C)C3(C)C)c(=O)[nH]c1=O (stereo not given)
  A: 7 | B: . | C: 7 | D: .

COCCNC(=O)c1c(N)n(Cc2ccco2)c2nc3ccccc3nc12
  A: -16 | B: . | C: 2 | D: .

O=C(Nc1ccc(Cl)cc1C(=O)c1ccccc1Cl)c1ccco1
  A: 12 | B: . | C: 31 | D: .

CCOC(=O)C(O)(c1ccc(N(CC)S(=O)(=O)c2ccc(C)cc2)cc1)C(F)(F)F (stereo not given)
  A: 0 | B: . | C: -33 | D: .

Cc1nc2cc(F)ccc2n1C1CCN(Cc2nnnn2CCc2ccccc2)CC1
  A: 4 | B: . | C: 11 | D: .

Fc1ccccc1N1CCN(Cc2c(F)cccc2F)CC1
  A: 6 | B: . | C: 112 | D: .

N=c1sccn1Cc1ccc(Cl)cc1Cl
  A: -1 | B: . | C: -12 | D: .

C=CCn1c(O)c(C(C)=NCCO)c(=O)[nH]c1=O
  A: -3 | B: . | C: 25 | D: .

Cn1cc(CCC(=O)N2CCC3(CC2)OCCO3)c2ccccc21
  A: -6 | B: . | C: 10 | D: .

COc1cccc(C2C([N+](=O)[O-])=C(N)Oc3c2c(=O)oc2ccccc32)c1 (stereo not given)
  A: 6 | B: . | C: 14 | D: .

CN(C)CCOC(=O)c1cn(Cc2ccccc2)c2ccccc12
  A: 7 | B: . | C: -6 | D: .

Cn1c(=O)cc(SCC(=O)N2CCC3(CC2)OCCO3)c2ccccc21
  A: 3 | B: . | C: 0 | D: .

COC(=O)c1c(C)n(Cc2ccc3c(c2)OCO3)c2ccc(O)cc12
  A: -5 | B: . | C: -8 | D: .

Six compounds from above, arranged by number of heavy atoms, largest number first:
Labels used below – A = RAD54 branch; B = Xi reactivation; C = GSIS activator; D = E-sel inducer
CCOC(=O)C(O)(c1ccc(N(CC)S(=O)(=O)c2ccc(C)cc2)cc1)C(F)(F)F (stereo not given)
  A: 0 | B: . | C: -33 | D: .

COc1cccc(C2C([N+](=O)[O-])=C(N)Oc3c2c(=O)oc2ccccc32)c1 (stereo not given)
  A: 6 | B: . | C: 14 | D: .

CN(C)CCOC(=O)c1cn(Cc2ccccc2)c2ccccc12
  A: 7 | B: . | C: -6 | D: .

Fc1ccccc1N1CCN(Cc2c(F)cccc2F)CC1
  A: 6 | B: . | C: 112 | D: .

C=CCn1c(O)c(C(C)=NCCO)c(=O)[nH]c1=O
  A: -3 | B: . | C: 25 | D: .

N=c1sccn1Cc1ccc(Cl)cc1Cl
  A: -1 | B: . | C: -12 | D: .

The listing continues:
Labels used below – A = RAD54 branch; B = Xi reactivation; C = GSIS activator; D = E-sel inducer
Nc1ccc(C2(c3ccc(N)cc3)CN3CCC2CC3)cc1
  A: 96* | B: . | C: 17 | D: .

COc1ccc(NP(=O)(Nc2ccc(OC)cc2)Oc2ccccc2)cc1
  A: -1 | B: . | C: -8 | D: .

COc1ccc(C2SCC(=O)Nc3c2c(C)nn3-c2ccccc2)cc1 (stereo not given)
  A: -14 | B: . | C: -19 | D: .

O=c1c2ccccc2nc(SCC2CCCCO2)n1-c1ccccc1 (stereo not given)
  A: 11 | B: . | C: -15 | D: .

CCCCC12CNCC(C)(CNC1)C2=O
  A: -8 | B: . | C: 22 | D: .

CC(N)Cc1c[nH]c2cc3c(cc12)OCCO3 (stereo not given)
  A: 18 | B: . | C: -7 | D: .

CC(C)Oc1ccc(C2C(C#N)=C(N)Oc3c2c(=O)oc2ccccc32)cc1 (stereo not given)
  A: 2 | B: . | C: -13 | D: .

COCCCN1Cc2ccccc2C1=N
  A: 2 | B: . | C: 10 | D: .

CN1CCc2nc3ccc(F)cc3c(C(N)=O)c2C1
  A: -9 | B: . | C: 6 | D: .

CCc1c(C)nc(N)nc1N1N=C1SCC#N
  A: -4 | B: . | C: 29 | D: .

CCCCc1nc2ccccc2c(=O)n1-c1ccc(Cl)cc1[N+](=O)[O-]
  A: 2 | B: . | C: 9 | D: .

O=C1NC(=O)C2(Cc3ccccc3N3CCCC32)C(=O)N1 (stereo not given)
  A: -4 | B: . | C: 6 | D: .

CCN1CCN(Cc2ccc(OC(F)(F)F)cc2)CC1
  A: -4 | B: . | C: 6 | D: .

CCC(=Nc1ccc(OC)cc1OC)c1c(O)n(C)c(=O)n(C)c1=O
  A: 2 | B: . | C: -13 | D: .

O=C(COc1ccccc1)N1CCN(C/C=C/c2ccccc2)CC1
  A: 9 | B: . | C: -10 | D: .

O=S(=O)(c1ccc(Cl)cc1)N1CN2CCN(C2)C1
  A: 3 | B: . | C: -2 | D: .

COc1ccc(-n2c(O)c(C(C)=NC3CC3)c(=O)[nH]c2=O)cc1
  A: -6 | B: . | C: 27 | D: .

O=C1NC(=O)C2(Cc3ccccc3N3CCCC32)C(=O)N1c1ccccc1 (stereo not given)
  A: 0 | B: . | C: 7 | D: .

CCOc1ccc(CC2C(=O)NC(=O)N(c3ccc(CC)cc3)C2=O)cc1 (stereo not given)
  A: -16 | B: . | C: 11 | D: .

CCOC(=O)c1c(N)n(Cc2ccccc2)c2nc3ccccc3nc12
  A: 1 | B: . | C: 3 | D: .

Reformatted: entries from further up.
structure,RAD54 branch,Xi reactivation,GSIS activator,E-sel inducer
O=C1NC(=O)C2(Cc3ccccc3N3CCCC32)C(=O)N1c1ccccc1 (stereo not given),0,.,7,.
O=S(=O)(c1ccc(Cl)cc1)N1CN2CCN(C2)C1,3,.,-2,.

The listing continues.
Labels used below – A = RAD54 branch; B = Xi reactivation; C = GSIS activator; D = E-sel inducer
Cc1nc2cc(C(=O)N3CCC4(CC3)OCCO4)ccc2n1-c1cccc(F)c1
  A: -18 | B: . | C: 24 | D: .

Cc1ccc2c(c1)CC1(CN2C)C(=O)NC(=O)N(c2ccccc2C)C1=O (stereo not given)
  A: 11 | B: . | C: 9 | D: .

COCCn1cc(C(=O)N2CCC3(CC2)OCCO3)c2c3ccccc3n(C)c2c1=O
  A: -7 | B: . | C: 6 | D: .

CCCCNC(=O)Nc1ccc(C(O)(C(=O)OCC)C(F)(F)F)cc1 (stereo not given)
  A: 6 | B: . | C: 8 | D: .

Oc1c(Br)cc(Br)cc1CN1CCN(Cc2ccccc2)CC1
  A: 4 | B: . | C: -2 | D: .

NS(=O)(=O)c1ccc(N=Cc2c(O)n(C3CCCCC3)c(=O)n(C3CCCCC3)c2=O)cc1
  A: -15 | B: . | C: 739* | D: .

O=C(Nc1ccc2ccccc2c1)c1nn(C23CC4CC(CC(C4)C2)C3)cc1Br
  A: 0 | B: . | C: -16 | D: .

COc1ccc(N2C(=O)NC(=O)C(CCc3ccncc3)(CCc3ccncc3)C2=O)cc1
  A: 0 | B: . | C: 8 | D: .

O=C(CN1CCN(CCO)CC1)Nc1ccc(Cl)cc1C(=O)c1ccccc1
  A: 11 | B: . | C: 2 | D: .

O=C1NC(=O)C2(Cc3c(nc4ccccn4c3=O)N3CCCCCC32)C(=O)N1Cc1ccccc1 (stereo not given)
  A: -7 | B: . | C: -23 | D: .

COc1ccc(Nc2ncc(C(=O)N3CCC4(CC3)OCCO4)c3ccccc23)cc1
  A: 1 | B: . | C: -10 | D: .

COC(=O)C(O)(c1ccc(N(C)C(=O)c2ccc(Cl)c(Cl)c2)cc1)C(F)(F)F (stereo not given)
  A: 9 | B: . | C: -23 | D: .

CCOCC(=O)NC1CCSC1=O (stereo not given)
  A: -5 | B: . | C: 14 | D: .

CCOP(=S)(OCC)c1ccc(N(C)C)cc1
  A: 6 | B: . | C: -4 | D: .

CCN1CCN(c2ccc(NC(=O)C(C)C)cc2Cl)CC1
  A: 7 | B: . | C: 4 | D: .

Cc1cc(OCC(=O)OC(C)(C)C)c2c3c(c(=O)oc2c1)CCC3
  A: -9 | B: . | C: -3 | D: .

CCOC(=O)Cn1cc(C(=O)c2ccccc2F)c2ccccc21
  A: -5 | B: . | C: -11 | D: .

O=C1NC(=O)N(c2ccc(F)cc2)C(=O)/C1=C/c1ccc2c(c1)CCCN2Cc1ccccc1
  A: . | B: -0.1 | C: 15 | D: .

CN1C(=O)/C(=C\N2CCc3ccccc32)C(=O)NC1=S
  A: . | B: 0.3 | C: -14 | D: .

CC(O)CNc1ccc([N+](=O)[O-])c2cccnc12 (stereo not given)
  A: . | B: 0.1 | C: 8 | D: .

O=S(=O)(c1ccccc1)N1CC1c1ccccc1 (stereo not given)
  A: . | B: 1.3 | C: 16 | D: .

C=CCN1[C@@H]2CN(C(C)=O)C[C@H]1C2c1ccccc1 (stereo not given in full)
  A: . | B: 0.3&0.2 | C: -4&14 | D: .

CCC(C)N1C(=O)/C(=C\c2ccc(N3CCCCCC3)cc2)C(=O)NC1=S (stereo not given)
  A: . | B: 0.1 | C: -17 | D: .

C=CCN1[C@@H]2CN(C(=O)NC(C)C)C[C@H]1C2c1ccccc1 (stereo not given in full)
  A: . | B: 0.4&0.2 | C: 11&0 | D: .

COP(=O)(OC)C1(O)C(=O)Nc2ccc(Br)cc21 (stereo not given)
  A: . | B: 0.0 | C: 20 | D: .

CC(=O)N1C[C@@H]2C(c3ccccc3)[C@H](C1)N2CC1CC1 (stereo not given in full)
  A: . | B: 0.2&0.0 | C: 14&14 | D: .

CCOC(=O)C(O)(c1ccc(N(C)C(=O)c2ccc(Cl)c(Cl)c2)cc1)C(F)(F)F (stereo not given)
  A: . | B: 0.3 | C: -28 | D: .

CC(C)NC(=O)N1CC2C(c3ccccc3)C(C1)N2C (stereo not given)
  A: . | B: 0.2 | C: 16 | D: .

CC(C)CCCn1c(O)c(/C=C2/C=CC=N2)c(=O)[nH]c1=O
  A: . | B: 0.0 | C: 53* | D: .

Not all compounds are listed. The share of hits here may be higher or lower than overall.
